Screens from PubChem.
ABCG2 inh: blocks JC-1 efflux by human ABCG2 transporter | Q9UNQ0 | IgMXP3 cells, flow cytometry | inhibition, % at 6.6 µM | 190,000 compounds, 0.1% hits;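 active = inhibition above 80%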;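 note: 0% = DMSO and 100% = nicardipine control wells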
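Measure – % inhibition of efflux relative to nicardipine and DMSO · Test system – ABCG2 IgMXP3 and barcoded ABCB1 CCRF-Adr cell mix · Control set – nicardipine as high control, DMSO as low control · Compound – one concentration, 6.6 µM final · Signal – flow cytometry of retained JC-1 fluorescence · Timing – 10 min exposure at 25 °C with rotation, no wash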
RGS7-Gao reg: regulators of human RGS7-Galphao interaction; 220,000 compounds, 0.35% hits; P09471; Multiplexed bead flow cytometry, RGS7-Galphao binding; actives lie on both sides; binding response (% of control), % at 10 µM; in the data active = binding response below about 49% or above about 150%; inconclusive = no clear call, values can overlap the other calls; inactive = in between;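 note: fluorescent Galphao held in activated GDP-AlF4 state binding bead-coupled RGS7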
Mcl1-Noxa inh: Mcl-1/Noxa interaction inhibition | TR-FRET Mcl-1/Noxa peptide binding, 2 h | inhibition, % at 21.7 µM | 220,000 compounds, 1.5% hits | AID 1022;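 active = compounds that cut the protein-peptide binding signal by more than 50% relative to plate controls in a single-dose test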;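 note: His-tagged Mcl-1 with rhodamine Noxa BH3 peptide and terbium anti-His antibody; 0% = Mcl-1 plus Noxa peptide wells and 100% = peptide-only wells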
Pf gamet viab: inhibitors of late stage P. falciparum gametocyte viability; P. falciparum stage V gametocytes, ATP luminescence, 24 h; inhibition, % at 10.9 µM; 150,000 compounds, 0.065% hits; AID 743093;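 active = inhibition above the mean plus 3 SD of compounds within the control limits, set per campaign, cut at about 38% in these data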;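 note: 0% = DMSO wells and 100% = medium only without gametocytes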
ABCB1 block: human ABCB1 inhibition, ABCG2 as counter-screen; P08183; CCRF-Adr cells, JC-1 efflux, flow cytometry; inhibition, % at 6.6 µM; 190,000 compounds, 0.067% hits; in the data active = inhibition above about 40%;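 note: 0% = vehicle and 100% = reference inhibitor; higher value means more JC-1 retained so stronger ABCB1 efflux block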
RGS4-Gao reg: modulates binding of RGS4 to human Galphao | P09471 | Multiplexed bead flow cytometry; actives lie on both sides | binding response (% of control), % at 10 µM | 220,000 compounds, 0.33% hits | AID 1415; in the data active = binding response below about 49% or above about 150%; inactive = in between;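 note: fluorescent Galphao activated with aluminum fluoride binding bead-coupled RGS4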
RGS8-Gao: modulates binding of RGS8 to human Galphao; response (percent of control binding), % at 10 µM; P09471; multiplexed bead flow cytometry; actives lie on both sides; 220,000 compounds, 0.34% hits; in the data active = response below about 60% or above about 140%; inactive = in between;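 note: Galphao activated as the GDP aluminium fluoride complex binding bead-coupled RGS8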
Avidin bead fluor: avidin bead compound fluorescence profile; Avidin beads, compound fluorescence 488/530 nm, flow cytometry; active compounds read high; fluorescence (KMESF) at 10 µM; 220,000 compounds, 0.38% hits; in the data active = fluorescence above about 47; note: inactives centre near 10
Bim-Mcl-1: disrupts Bim peptide binding to human Mcl-1 | Q07820 | AID 1009 | Bead-based flow cytometry, Bim peptide-Mcl-1 binding | inhibition, % at 10 µM | 190,000 compounds, 0.1% hits; in the data active = inhibition above about 40%;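 note: 0% = no compound tracer wells and 100% = peptide blocker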
Mcl1-Bid inh: Mcl-1/Bid interaction inhibition | TR-FRET Mcl-1/Bid-Dy647 peptide binding, 1536-well | 220,000 compounds, 0.97% hits | inhibition, % at 21.7 µM | Q07820;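 active = compounds that cut the binding signal by more than half at the single screening dose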;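 note: His-tagged Mcl-1 with europium anti-His antibody binding Bid BH3 peptide; 0% = Mcl-1 plus peptide wells and 100% = peptide-only wells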
GSH fluor: GSH bead compound fluorescence profile; GSH beads flow cytometry, compound fluorescence 488/530 nm; active compounds read high; fluorescence (KMESF) at 10 µM; 190,000 compounds, 0.25% hits; AID 1776; in the data active = fluorescence above about 89;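 note: glutathione beads carrying GST-tagged Bcl family fusion proteins plus one bare bead set; values are compound well signal with DMSO vehicle wells as background; inactives centre near 16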
* hit, by the source's call; ? = inconclusive; . = no result given.

SMILES	ABCG2 inh	RGS7-Gao reg	Mcl1-Noxa inh	Pf gamet viab	ABCB1 block	RGS4-Gao reg	RGS8-Gao	Avidin bead fluor	Bim-Mcl-1	Mcl1-Bid inh	GSH fluor
COc1cccc(C(c2c(C)[nH]n(-c3ccccc3)c2=O)c2c(C)[nH]n(-c3ccccc3)c2=O)c1OC	-1	95	23	5	0.3	92	98	12	-5	-28	14
CSc1nc2nccc(-c3ccc(Cl)cc3)n2n1	6	90	23	.	-0.3	91	95	12	5	-3	35
O=C(OCc1cc2ccccc2[nH]c1=O)c1ccco1	27	115	1	-3	6.5	115	126	7	-4	-6	53
O=C(Nc1ccc(NC(=O)C2CCCCC2)nc1)c1ccco1	0	101	15	.	-6.4	99	99	11	0	4	28
CN(c1cccc(NC(=O)CN(c2cccc(Cl)c2)S(=O)(=O)c2ccccc2)c1)S(C)(=O)=O	10	100	15	26	0.8	102	102	11	-3	14	10
Cc1ccc(-n2[nH]c(C)c(/C=N/NC(=O)c3ccc([N+](=O)[O-])cc3)c2=O)c(C)c1	2	97	-40	23	0.2	102	105	10	-1	-59	27
Cc1ccc(OCc2ccc(C(=O)Nc3nccs3)o2)cc1	3	90	8	-30	0.6	96	97	12	0	-14	35
COCCNC(=O)CN(C(=O)CCC(=O)Nc1cc(C)on1)c1cccc(C)c1C	0	96	-29	.	0.4	101	98	16	0	-11	8
NC(=O)c1cccnc1Oc1ccc(Cl)cc1	.	?	-2	7	.	99	104	10	.	7	.
CC(C)OP(=O)(OC(C)C)C(Nc1ccccc1)c1cccc2c1OCO2 (centres undefined)	7	104	-6	0	1.7	99	103	22	0	-86	15
CCCc1cc(=O)[nH]c(=S)[nH]1	1	101	13	.	0.2	100	102	10	-4	-27	21
COC(=O)CSc1ncnc2scc(-c3ccccc3)c12	.	?	-17	-9	.	102	101	6	.	11	.
O=C(O)C1CC=CCC1C(=O)N1CC=C(c2ccccc2)CC1 (centres undefined)	0	90	22	.	0.0	82	91	11	-2	-28	14
CCOC(=O)CN1C2=NCCN2c2ccccc21	0	96	16	32	0.1	90	89	0	-4	-8	57
Cc1cc(C(=O)N[C@H](c2ccccc2)[C@@]2(C)C[C@@H]2[C@@H](C)C(=O)Nc2ccc3ccccc3c2)no1	0	102	-15	.	2.3	105	104	10	-4	-6	.
C=CCC(C#Cc1ccc(C)cc1)N(CC)CC (centres undefined)	7	100	14	-15	1.2	102	101	15	-3	-21	35
COCc1nc2ccccc2n1CCCOc1ccccc1	0	94	3	3	-0.2	97	97	6	-1	-3	43
CN(C)c1ccc(N=Nc2ccc(S(=O)(=O)O)cc2)c2ccccc12	-2	102	46	9	-0.7	102	103	12	3	-38	11
C=C(C)COc1ccc(-c2nc(N)ncc2-c2ccc(OC)cc2)c(O)c1	2	97	18	-24	0.3	104	99	5	3	8	24
CCOC(=O)CC1=CC(C)(CC(=O)OCC)C(C#N)(C#N)C(N)=C1C#N (centres undefined)	9	97	29	.	1.1	101	99	13	0	13	31
Cc1ccc(C)c2c1cc(C)c1nnc(SCc3ccccn3)n12	2	117	7	-4	0.4	100	98	25	-3	-21	31
Cc1nn2c(=O)cc(COC(=O)c3ccc(S(=O)(=O)N4CCCCC4)cc3)nc2s1	3	101	-12	3	0.8	107	108	4	-1	16	50
O=C(COC(=O)COc1ccccc1Cl)Nc1ccccc1OC(F)F	2	98	16	6	0.4	96	96	6	-6	-7	25
CCN(CC)CCCn1c(=S)[nH]c2cc(OC)c(OC)cc2c1=O	2	92	6	.	0.5	94	95	6	-2	-59	19
O=C1CN(C(=O)COc2ccc(Br)cc2)c2ccccc2N1	8	97	-3	-22	0.9	95	102	9	3	-28	23

Continued:
SMILES	ABCG2 inh	RGS7-Gao reg	Mcl1-Noxa inh	Pf gamet viab	ABCB1 block	RGS4-Gao reg	RGS8-Gao	Avidin bead fluor	Bim-Mcl-1	Mcl1-Bid inh	GSH fluor
COc1ccc(C2c3c(ncn(CCCN4CCOCC4)c3=N)Oc3ccc4ccccc4c32)cc1OC (centres undefined)	.	?	2	15	.	107	111	5	.	-21	.
Cc1ccc(-n2cc(CNCCN3CCOC3=O)c(-c3cccc(C)c3)n2)cc1	9	99	10	-5	7.8	102	103	17	-3	-4	11
CC1SC(=NC(=O)C(C)N2C(=O)c3ccccc3C2=O)NC1=O (centres undefined)	7	94	49	.	0.3	94	88	4	-7	48	14
CCNC(=O)CSc1nnc(C2CC2)n1-c1ccccc1	2	99	3	.	0.5	100	101	31	-4	-6	21
COc1ccc(CCNC(=O)Nc2ccc([N+](=O)[O-])cc2)cc1OC	3	?	3	-2	0.2	102	100	9	-3	-9	17
Cc1cc(=O)n2c3c(sc2n1)C(=O)N(Cc1ccccc1)C3=O	7	92	34	.	0.1	98	92	10	-1	3	10
CCC(=O)Nc1cccc(NC(=S)NC(=O)c2ccccc2)c1	-5	97	19	1	-0.5	102	102	13	-2	-53	13
O=C(NCCCn1ccnc1)c1cc(S(=O)(=O)N2CCOCC2)c(Cl)cc1Cl	1	102	24	.	0.2	100	97	8	1	-25	249*
Cc1nc(-c2ccc(S(=O)(=O)Nc3ccc(Br)cc3Cl)s2)cs1	.	?	34	13	.	92	99	8	.	30	.
COC(=O)c1c(N2C(=O)Nc3ccccc3N2O)sc(C)c1C	9	97	9	-28	-0.1	95	99	10	-4	1	9
Cn1ccnc1SCC(=O)N1CCN(S(=O)(=O)c2ccccc2)CC1	2	?	12	0	0.5	101	102	15	-1	-23	11
O=C1C(=O)N(c2ccc(O)cc2)C(c2ccccc2[N+](=O)[O-])/C1=C(\O)c1ccccc1 (centres undefined)	.	?	-14	12	.	99	99	8	.	-57	.
O=C(CCS(=O)(=O)c1ccccc1)Nc1nc2c(s1)COc1ccccc1-2	1	97	38	.	-0.1	94	96	3	-5	-10	26
Cc1nc(N2CCN(S(=O)(=O)c3cccc4nonc34)CC2)c2c3c(sc2n1)CCCC3	38	104	-7	.	18	92	98	38	-9	-4	24
O=C(O)COc1ccc(-c2nnn(Cc3ccccc3F)n2)cc1	1	98	-10	.	0.3	101	101	28	4	-22	12
Cc1ccc(-c2[nH]nc3c2C(C)C(C#N)=C(N)O3)cc1 (centres undefined)	6	99	7	0	-0.4	102	91	9	6	-28	16
CCC/C(C)=C/c1ccc(CC)cn1	.	?	-2	.	.	103	104	3	.	-3	.
O=C(CCC(=O)N1CCN(c2ccc(O)cc2)CC1)c1cccs1	.	?	12	1	.	97	100	4	.	-36	.
Cc1ccc(/C=C(\NC(=O)c2ccc(C)cc2)C(=O)NCCCn2ccnc2)cc1	1	99	-5	10	0.4	103	102	22	0	-20	11
CCn1c(NC(=O)c2ccccc2)nc2ccccc21	.	?	-38	7	.	91	100	3	.	-42	.
COC(=O)/C=C1\S/C(=N/N=C/c2ccc(Cl)cc2)NC1=O	.	?	-13	12	.	93	96	7	.	-39	.
COC(=O)C1=C(C(=O)OC)C2C(C)=CC(C)=CN2C(C(=O)OC)=C1C(=O)OC (centres undefined)	2	97	25	9	0.1	94	99	1	0	-45	6
COc1cccc(CNC(=O)CC2C(=O)NCCN2Cc2ccoc2)c1OC (centres undefined)	0	103	-4	6	-0.3	103	105	12	-1	-54	11
O=c1[nH]c(SCc2nc3ccccc3c(=O)n2-c2ccccc2C(F)(F)F)nc2ccccc12	2	98	27	-9	3.6	100	99	12	32	6	5
Cn1c(=O)c2[nH]c(N3CCN(c4cccc(O)c4)CC3)nc2n(C)c1=O	6	99	39	6	1.4	96	101	3	0	-34	8
CCCn1c(SCC(=O)Nc2nccs2)nnc1-c1cccnc1	0	98	9	.	0.2	98	101	16	-3	-12	23
Cc1cc(C(=O)CN2C(=O)C(=O)N(C)C2=O)c(C)n1-c1cccc(S(=O)(=O)N2CCOCC2)c1	.	?	9	-1	.	110	101	7	.	-120	.
CC(C)CCNC(=O)NC(=O)CSc1nnc2ccccn12	1	99	6	.	0.1	98	98	4	1	-25	28
CC(=O)NC1C(OCCOc2ccc(Cl)cc2Cl)OC(COC(C)=O)C(OC(C)=O)C1OC(C)=O (centres undefined)	2	100	23	3	0.5	99	100	12	1	1	9
